AMA1-RON2 inh – inhibitors of Plasmodium falciparum AMA1-RON2 interaction; Potency, µM (highest dose often 58.2 µM), for the others: top-dose activity change, negative = inhibition, most hits filed as inhibitors; AlphaScreen AMA1-biotinylated RON2 peptide binding; 360,000 compounds, 0.2% hits;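 note: potency is the fitted concentration of half-maximal effect; 0% = vehicle wells and -100% = peptide control; nearly all actives have a fitted effect of over 45% in size; some results filed as inactive show a strong effect at the top dose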
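AMA1 (3D7) with his tag at 25 nM final met compounds first, then biotinylated RON2 peptide at 25 nM; detection used donor plus acceptor beads, 10 µg/mL apiece, read by AlphaScreen after 30 min at room temperature.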
AmpC detergent – inhibitors of E. coli AmpC beta-lactamase with detergent; P00811; AmpC hydrolysis of nitrocefin, absorbance 480 nm, 0.01% Triton; Potency, µM (doses to about 114 µM), for inactives: top-dose activity change, negative = inhibition, most hits filed as inhibitors; 370,000 compounds, 0.041% hits;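 note: potency is the fitted concentration of half-maximal effect; 0% = no-compound wells and -100% = no-enzyme wells; nearly all actives have a fitted effect of over 25% in size; some results filed as inactive show a strong effect at the top dose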
Target sequence (P00811 whole entry, looked up): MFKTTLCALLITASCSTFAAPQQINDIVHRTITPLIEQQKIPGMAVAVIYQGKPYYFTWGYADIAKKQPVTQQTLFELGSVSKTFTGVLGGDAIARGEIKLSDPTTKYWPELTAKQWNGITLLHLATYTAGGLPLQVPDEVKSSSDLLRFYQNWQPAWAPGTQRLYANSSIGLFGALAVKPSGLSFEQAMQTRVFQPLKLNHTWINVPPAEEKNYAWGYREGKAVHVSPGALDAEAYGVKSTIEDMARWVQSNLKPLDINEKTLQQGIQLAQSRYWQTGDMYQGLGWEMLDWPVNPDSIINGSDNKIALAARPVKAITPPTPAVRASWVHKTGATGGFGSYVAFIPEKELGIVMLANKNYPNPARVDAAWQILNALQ
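AmpC (5.3 nM in the dispensed reagent) in 20 mM phosphate pH 7.0 with 0.01% (detergent screen) or 0.0001% Triton X-100 was preincubated with compounds for 15 min at room temperature. Nitrocefin was then added from an 800 uM solution, and hydrolysis was followed at 480 nm.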
AmpC inh no detg – AmpC beta-lactamase inhibition without detergent | Potency, µM (titrated, usually from 57.1 µM), without a hit: at the highest dose activity change, negative = inhibition, usual class: inhibitors | AmpC nitrocefin hydrolysis, absorbance 480 nm, 0.0001% Triton | 330,000 compounds, 0.52% hits;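 note: potency is the fitted concentration of half-maximal effect; plate controls were no compound for no effect and no enzyme for full effect; nearly all actives have a fitted effect of over 20% in size; some results filed as inactive show a strong effect at the top dose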
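AmpC (5.3 nM in the dispensed reagent) in 20 mM phosphate pH 7.0 with 0.01% (detergent screen) or 0.0001% Triton X-100 was preincubated with compounds for 15 min at room temperature. Nitrocefin was then added from an 800 uM solution, and hydrolysis was followed at 480 nm.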
Sm TGR inh – S. mansoni TGR enzyme inhibition; Q962Y6; purified TGR, DTNB reduction, TNB absorbance 405 nm; Potency, µM (titrated, usually from 114 µM), for inactives: top-dose activity change, negative = inhibition, actives largely listed as inhibitors; 360,000 compounds, 3% hits; note: potency is the fitted concentration of half-maximal effect; nearly all actives have a fitted effect of over 60% in size
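Kinetic colorimetric format: TGR-catalysed, NADPH-driven DTNB reduction monitored via TNB absorbance. Enzyme dispensed at 20 nM; compound exposure 15 min at room temperature before reaction start.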
FBPA Giardia inh – inhibitors of Giardia lamblia fructose-1,6-bisphosphate aldolase | purified Giardia FBPA | Potency, µM (top dose mostly 59.6 µM), inactives show top-dose activity, negative = inhibition, hits mostly inhibitors | 290,000 compounds, 0.71% hits | AID 2451; note: potency is the fitted concentration of half-maximal effect; nearly all actives have a fitted effect of over 55% in size
Target sequence (A8B2U2 whole entry, looked up): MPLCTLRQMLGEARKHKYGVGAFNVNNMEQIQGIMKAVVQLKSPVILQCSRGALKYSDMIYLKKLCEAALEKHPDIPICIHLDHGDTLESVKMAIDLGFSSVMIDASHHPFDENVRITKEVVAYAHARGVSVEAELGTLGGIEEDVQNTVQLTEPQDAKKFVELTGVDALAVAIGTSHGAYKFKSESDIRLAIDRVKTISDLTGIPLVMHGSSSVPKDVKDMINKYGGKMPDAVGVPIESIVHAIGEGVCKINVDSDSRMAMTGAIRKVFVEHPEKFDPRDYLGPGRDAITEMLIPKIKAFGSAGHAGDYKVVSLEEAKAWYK
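40 nM FBPA preincubated 10 min at RT with compound (up to 57.5 uM final), then substrate plus GAPDH/TPI/NAD/arsenate coupling and diaphorase/resazurin added. Fluorescence read after 20 min at RT, 525/598 nm.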
HCMV antiviral – inhibitors of human cytomegalovirus. HFF cells, HCMV-luciferase reporter, 72 h; hits give low values. activity change, negative = inhibition, % at 57.5 µM. 410,000 compounds, 4.5% hits. AID 1259415; in the data active = activity change below about -60%; inconclusive = no clear call, values can overlap the other calls; inactive = above about -39%
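Two-dose cell screen: HFF monolayers treated with compounds and infected with luciferase-expressing HCMV at 1 PFU/cell, 72 h at 37C, then lysed for luciferase measurement.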
* marks the source's active call; other numbers are inactive results; ? = inconclusive; · = not tested or not shown; [ ] = dose if it differs, or a comment. Unless noted, calls come from the whole dose curve; as a rule, active = well fitted curve in the direction sought with a large enough effect; inconclusive = small, poorly fitted or top-dose-only effect, or another doubt; inactive = no such curve, though single readings can be large; an effect the other way counts as inactive or inconclusive. Unless noted, % is set by controls: 0 for no effect and ±100 for the full control effect.

Every second line gives: AMA1-RON2 inh, AmpC detergent, AmpC inh no detg, Sm TGR inh, FBPA Giardia inh, HCMV antiviral
(1) CC(C)(C)NC(=O)CN(C(=O)CS(=O)CC(=O)Nc1ccc(F)cc1)c1cccc(F)c1 (stereo not drawn)
  10%, 0%, 31%, -21%, 2%, 43
(2) Cc1ccc(NC(=O)CSc2nnc(-c3cccnc3)n2CCN2CCCCC2)cc1
  -11%, -9%, -6%, -3%, 3%, 29
(3) Cn1cc(S(=O)(=O)Cc2ccc(F)cc2)c2ccccc21
  0%, ?, -12%, -3%, ?, ?
(4) Cc1cc(C)n2nc(CC(=O)NC3CCCC(C)C3C)nc2n1 (stereo not drawn)
  -4%, 2%, -7%, -24%, 9%, 54
(5) COc1ccccc1-c1c(C#N)c(N)nc2c1CCc1ccccc1-2
  52%[activator], ?, -2%, -6%, -25%, 17
(6) O=C(NCc1cn(-c2ccccc2)nc1-c1ccccc1)c1ccc([N+](=O)[O-])cc1
  -8%, -1%, -31%, -3%, 0%, 9
(7) CCc1nonc1NC(=O)COc1ccc(Cl)c(C)c1
  4%, -1%, -22%, 3%, ·, 4
(8) COc1ccc(S(=O)(=O)N(C)CC(=O)Nc2cccc(C(C)=O)c2)cc1C
  -3%, 0%, ·, ?, 26%, 46
(9) O=C(O)c1ccc(NC(=S)NC(NC(=O)c2ccco2)C(Cl)(Cl)Cl)cc1 (stereo not drawn)
  -13%, -4%, -30%, -7%, -7%, 30
(10) N#C/C(=C\c1ccccc1Br)C(=O)NC1CC1
  -8%, -4%, -4%, -21%, ·, 10
(11) Cc1cc(C)n(CCc2nc(-c3ccc(-c4ccccc4)cc3)cs2)n1
  14%, -1%, 48%, 5%, 0%, -65*
(12) O=C(COc1ccccc1)NCC(=O)Nc1cccc(S(=O)(=O)NC2=NCCC2)c1
  15%, -9%, -10%, -12%, 7%, -21
(13) CCCCOc1cccc(C(=O)NC(=S)Nc2cccc(C(F)(F)F)c2)c1
  26%, -17%, -28%, -10%, -2%, 16
(14) CN(/N=C/c1ccc([N+](=O)[O-])o1)c1ccccc1
  13µM*, 4%, -23%, -26%, -1%, -78*
(15) CCS(=O)(=O)c1ccccc1C(=O)N(Cc1cccnc1)c1nc2cc(C)c(C)cc2s1
  ·, -3%, ·, 8%, ·, 88
(16) CCN(CC)c1cc(C)c2cc(NC(=O)c3cc(OC)cc(OC)c3)ccc2n1
  ·, 0%, ·, -7%, ·, -85*
(17) COc1ccc(NC(=O)c2ccc3c(c2)C(=O)N(Cc2ccncc2)C3=O)cc1S(N)(=O)=O
  9%, ·, -23%, ·, ·, -8
(18) Cc1ccc(NC(=S)NCCc2ccc(S(N)(=O)=O)cc2)cc1C
  0%, 0%, -12%, ?, 1%, -39
(19) CCn1c(SCC(=O)Nc2ccc3c(c2)OCO3)nnc1-c1cnccn1
  -23%, -10%, -20%, -2%, -26%, -9
(20) COc1ccc([C@H]2CC(=O)C=C(/C=C/c3ccc(C(F)(F)F)cc3)C2)cc1
  -8%, -7%, -43%, 1%, ·, 42

Pulled one by one from above, 6 records:
Every second line gives: AMA1-RON2 inh, AmpC detergent, AmpC inh no detg, Sm TGR inh, FBPA Giardia inh, HCMV antiviral
(3) Cn1cc(S(=O)(=O)Cc2ccc(F)cc2)c2ccccc21
  0%, ?, -12%, -3%, ?, ?
(9) O=C(O)c1ccc(NC(=S)NC(NC(=O)c2ccco2)C(Cl)(Cl)Cl)cc1 (stereo not drawn)
  -13%, -4%, -30%, -7%, -7%, 30
(8) COc1ccc(S(=O)(=O)N(C)CC(=O)Nc2cccc(C(C)=O)c2)cc1C
  -3%, 0%, ·, ?, 26%, 46
(4) Cc1cc(C)n2nc(CC(=O)NC3CCCC(C)C3C)nc2n1 (stereo not drawn)
  -4%, 2%, -7%, -24%, 9%, 54
(10) N#C/C(=C\c1ccccc1Br)C(=O)NC1CC1
  -8%, -4%, -4%, -21%, ·, 10
(13) CCCCOc1cccc(C(=O)NC(=S)Nc2cccc(C(F)(F)F)c2)c1
  26%, -17%, -28%, -10%, -2%, 16

Other entries follow:
Every second line gives: AMA1-RON2 inh, AmpC detergent, AmpC inh no detg, Sm TGR inh, FBPA Giardia inh, HCMV antiviral
(21) CCOc1ccc(N(Cc2ccccc2F)C2=NC3CS(=O)(=O)CC3S2)cc1 (stereo not drawn)
  1%, -13%, 182%[activator], 5%, -9%, -4
(22) COC(=O)C1=C(c2ccc(OC(F)(F)F)cc2)C[C@@H]2CC[C@H]1N2C(=O)NCc1cc(C)oc1C(F)(F)F
  -5%, -8%, 9%, -10%, ·, -37
(23) COc1ccc(N2CCN(c3nc(NCCc4ccc(OC)c(OC)c4)nc(OC)n3)CC2)cc1
  ?, 5%, ·, -30%, -9%, -90*
(24) O=C(Nc1nnc(S(=O)(=O)N2CCCc3ccccc32)s1)c1ccccc1Br
  ·, 16%, ·, 1%, ·, -6
(25) O=C(O)c1cccc(NN=C2c3ccccc3-c3ccccc32)c1
  -4%, 1%, -29%, -17%, 25%, ?
(26) CCc1nnc(NC(=O)CCC(=O)N2CCN(CCc3ccccc3)CC2)s1
  8%, -12%, 65%[activator], -2%, 7%, -6
(27) COc1ccc(NC(C)=O)cc1NC(=O)CSc1nnc(-c2cccnc2)n1C
  0%, -2%, -14%, 5%, 9%, -1
(28) Cc1ccccc1CN1c2ccccc2-c2nc(SCC(=O)c3ccc(Cl)cc3)ncc2S1(=O)=O
  ·, 1%, ·, 3%, ·, -2
(29) O=C(CCc1nc(-c2ccccc2F)no1)NCCc1ccccc1Cl
  7%, 4%, 25%, 3%, 2%, -23
(30) OC(CNCCC(c1ccccc1)c1ccccc1)COc1ccccc1 (stereo not drawn)
  -19%, -3%, 0%, -12%, 3%, ?
(31) COc1ccccc1NC(=O)CN(c1ccc(C23CC4CC(CC(C4)C2)C3)cc1)S(C)(=O)=O
  -17%, -12%, 1%, -12%, -3%, -6
(32) Cc1ccc(NC(=O)c2c(C(=O)Nc3ccccc3)sc3nc(C)cc(=O)n23)c(C)c1
  ·, 1%, ·, -8%, ·, -36
(33) O=C(N/N=C/c1ccc([N+](=O)[O-])cc1)c1ccc(COc2ccccc2-c2ccccc2)cc1
  9%, -7%, -14%, 10%, 1%, -38
(34) N#Cc1c2n(c3c(=O)n(Cc4ccc(Cl)cc4)cnc13)CCCCC2
  -3%, 8%, 0%, 8%, 8%, -17
(35) COc1ccc(-n2cc(CNC(C)c3ccncn3)c(-c3cccc(F)c3)n2)cc1 (stereo not drawn)
  14%, -7%, -20%, -5%, 18%, ?
(36) COCCn1c(SCC(=O)N2CCCC(C)C2)nnc1-c1ccco1 (stereo not drawn)
  -10%, -9%, -2%, ?, ·, ?
(37) CC(=O)N1CCc2cc(S(=O)(=O)NCCC(=O)NCCc3ccc(C)cc3)ccc21
  -15%, -3%, 13%, 7%, 4%, -15
(38) COc1ccc(CNC(=O)c2cc(=O)c3ccc(C)c(C)c3o2)cc1
  -7%, 3%, -25%, -14%, 5%, -13
(39) COc1ccc(Cl)cc1NC(=O)c1c(NCc2cccnc2)sc2c1CCCC2
  ·, 6%, ·, 20µM*, ·, 2
(40) COc1ccc(-c2c(C)oc3c(CN4CCCCC4C)c(O)ccc3c2=O)cc1 (stereo not drawn)
  -5%, -10%, -15%, 1%, 15%, 0
(41) COc1ccc(/C=N/Nc2nc(N3CCCC3)nc(N3CCCC3)n2)c(OC)c1OC
  18%, ?, 19%, -11%, -6%, 8
(42) CCCCc1nnc(NC(=O)C(=O)OCC)s1
  41%[activator], 5%, -11%, ·, -1%, 68
(43) Clc1cccc(Cl)c1-c1nnc2cccc(Cl)n12
  ?, 3%, -12%, ?, -8%, -10
(44) Cc1ccc(C)c(OCCCCn2cnc3ccccc3c2=O)c1
  5%, 10%, 54%, 6%, -9%, 89
(45) CN(C(=O)CNC(=O)c1ccc(Br)o1)C1CCCCC1
  10%, 0%, -8%, -12%, 1%, 23
(46) O=C(NCCc1ccccn1)c1cc(C(=O)C2CCCCC2)c[nH]1
  -7%, 1%, -18%, 6%, 2%, 24
(47) CC(NC(=O)c1ccccc1F)C(=O)O (stereo not drawn)
  4%, -2%, -14%, -14%, 6%, 36
(48) C[C@H](CO)N1C[C@H](C)[C@@H](CN(C)Cc2ccncc2)Oc2c(NS(=O)(=O)c3cccs3)cccc2C1=O
  18%, ·, -4%, ·, ·, -10
(49) Cc1ccsc1C(=O)N1CCC(N2CCC(C(=O)NCC3CCCO3)CC2)CC1 (stereo not drawn)
  -2%, -4%, 61%[activator], -5%, 1%, -15
(50) CCc1ccccc1Nc1nc(-c2cccnc2)cs1
  -4%, ?, -16%, 0%, 2%, ?
(51) O=C(Nc1ccc(O)cc1C(=O)O)c1ccc2c(c1)C(=O)N(Cc1ccco1)C2=O
  ?, -5%, -31%, ?, 23%, -17
(52) C/C(=N\NC(=O)c1ccccc1N)c1ccc(NC(=O)Cc2ccccc2)cc1
  6%, -9%, -28%, -29%, 0%, 49
(53) O=c1[nH]c2cc3c(cc2cc1CN(Cc1cccnc1)C(=S)NCc1ccco1)OCCO3
  ?, -2%, 58%, -25%, -8%, 24
(54) Cc1cc(S(=O)(=O)N2CCOCC2)ccc1OCC(=O)Nc1ccccc1C(F)(F)F
  -11%, 4%, 3%, -3%, ·, -24
(55) O=C(COC(=O)c1cc(Br)ccc1O)Nc1ccc2c(c1)OCCO2
  -20%, ?, -54%, 1%, ·, 7
(56) O=C(NC1CCCCC1)C(c1ccccc1)N(C(=O)c1cccs1)c1ccc2c(c1)OCO2 (stereo not drawn)
  1%, -14%, -13%, 1%, 9%, -39
(57) COCC1CCCCN1C(=O)c1ccc2oc(CCc3ccccc3)nc2c1 (stereo not drawn)
  -10%, -10%, 108%[activator], -1%, 5%, 33
(58) COc1cc(OC)c(NC(=O)c2sc3nc4n(c(=O)c3c2C)CCCC4)cc1Cl
  ·, -1%, ·, 50µM*, ·, 0
(59) O=C(O)CCC(=O)NNC(=O)c1cccc(Br)c1
  -3%, -5%, -17%, -2%, 0%, -3
(60) Cc1ccc(S(=O)(=O)c2nnn3c2nc(Nc2ccc(C(C)C)cc2)c2sccc23)cc1C
  ·, -6%, ·, 7%, ·, 6
(61) CC[N+](C)(CC)CCC(c1ccccc1)C1CCCCC1 (stereo not drawn)
  9%, -17%, 18%, 18µM*, -8%, -34
(62) COc1ccccc1/C(C)=N/NC(=S)NCc1ccccc1
  -9%, 6%, -33%, 14%, -5%, 2
(63) Cc1csc(=O)n1CCC(=O)O
  -7%, -13%, -1%, 0%, 4%, -1
(64) CCC(C)[C@H](NC(=O)N1CC(=O)Nc2ccccc21)C(=O)N[C@@H](Cc1c[nH]c2ccccc12)C(=O)O (stereo partly drawn)
  -3%, -4%, -19%, -13%, 4%, -20
(65) Cc1ccc(C)c(CSc2nc(-c3ccccc3F)nc3c2Cc2c(CO)cnc(C)c2O3)c1
  ·, 14%, ·, 1%, ·, -8
(66) COC(=O)[C@H](C)NC(=O)Nc1cc(Cl)ccc1C
  -2%, -1%, -6%, 9%, -4%, -29
(67) N#Cc1c(NC(=O)C2C3C=CC(C3)C2C(=O)O)sc2c1CCCCC2 (stereo not drawn)
  8%, 9%, -4%, ·, 19%, -5
